Screens: PubChem, several laboratories
aDG glyco act = alpha-DG glycosylation activation; hit rate 0.22% among 360,000; Pro5-aDG cells, alpha-DG glycosylation AlphaScreen (IIH6); 0% Pro5, 100% B10-LARGE cell signal; activation, % at 10 µM;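 active = activation of at least 8% versus controls, or a plate z-score of at least 8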;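 also: Pro5 are CHO cells carrying HIG-tagged alpha-DG that lacks glycosylation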
Cardio protect = modulators protecting cardiomyocytes from myocardial damage. protection from H2O2 cell death, % at 20 µM. hit rate 0.63% among 360,000. H9c2 cardiomyocytes, H2O2 injury protection, ATPLite, 2 h. AID 588492;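 active = compounds giving at least 50% protection of heart cells from peroxide-induced death in the single-dose screen, raw or plate-pattern-corrected value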;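 also: 0% = DMSO wells with peroxide and 100% = DMSO wells without peroxide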
ABCB6 inh MLPCN = inhibitors of human ABC transporter ABCB6; Q9NP58; K562-ABCB6 porphyrin accumulation, flow cytometry, 1 h; stronger effect = lower value; fluorescence ratio to DMSO, % at 10 µM; hit rate 0.19% among 360,000; AID 602162;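 active = fluorescence ratio to DMSO below 75%, the collection mean minus 3 SD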;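 also: signal is porphyrin accumulated inside mitochondria; 100% equals median channel fluorescence of DMSO control wells; lower ratio means ABCB6 inhibition with less porphyrin fluorescence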
MC4R antagonist = antagonists of human melanocortin 4 receptor (MC4R); MC4R-expressing cells, MTII-stimulated cAMP, LANCE TR-FRET; inhibition, % at 6.5 µM; hit rate 0.48% among 360,000;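 active = inhibition above its plate's cutoff, the mean of tested wells on that plate plus 3 SD, cut at about 29% in these data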;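 also: 0% = Melanotan II alone and 100% = Melanotan II plus saturating MCL0020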
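Assay system: U2OS cells stably expressing human melanocortin 4 receptor (MC4R) / Dosing: 6.5 µM / Timing: compound 30 min, challenge 1 h, detection 1 h / Measured by: Eu-cAMP/anti-cAMP TR-FRET, emission 671 nm / Replicates: singlicate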
MC4R barr agon = agonists of human melanocortin 4 receptor (MC4R) beta-arrestin. U2OS MC4R beta-arrestin complementation, luminescence; percent of melanotan II response, DMSO zero. activation, % at 8.9 µM. hit rate 0.98% among 360,000. AID 540308;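 active = activation above a per-plate cutoff, the mean activation of sample wells on that plate plus 3 SD, cut at about 8% in these data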
HTR2A ag = activates the mouse 5-HT2A serotonin receptor; activation, % at 7.6 µM; hit rate 0.66% among 360,000; CHO-K1 mHTR2A beta-arrestin complementation, luminescence; percent of 30 µM serotonin response; AID 624169;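 active = activation above a run cutoff, the mean activation of all tested compounds plus 3 SD, cut at about 14% in these data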;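 also: 0% = plate median of compound wells and 100% = 30 µM serotonin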
Target sequence (P35363 whole entry, looked up): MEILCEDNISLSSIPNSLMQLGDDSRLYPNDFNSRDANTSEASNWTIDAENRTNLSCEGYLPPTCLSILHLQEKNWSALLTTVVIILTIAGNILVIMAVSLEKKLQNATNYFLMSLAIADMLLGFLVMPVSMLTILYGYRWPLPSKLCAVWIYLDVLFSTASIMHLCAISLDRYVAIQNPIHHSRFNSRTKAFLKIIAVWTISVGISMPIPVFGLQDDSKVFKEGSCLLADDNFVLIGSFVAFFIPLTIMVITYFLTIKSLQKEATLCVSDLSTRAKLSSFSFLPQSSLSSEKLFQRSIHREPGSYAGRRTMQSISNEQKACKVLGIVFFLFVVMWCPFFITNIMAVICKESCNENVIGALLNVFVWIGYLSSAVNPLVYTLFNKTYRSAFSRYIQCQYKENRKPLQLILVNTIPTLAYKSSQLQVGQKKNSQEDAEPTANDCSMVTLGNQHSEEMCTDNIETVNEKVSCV
PDI turbidity = inhibitors of human protein disulfide isomerase | PDI insulin aggregation turbidity, A650, 90 min | inhibition, % at 10 µM | hit rate 0.052% among 350,000 | AID 588391;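 active = mean inhibition across replicates of 30% or more, whatever share of single replicates reach that level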;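 also: absorbance from insulin aggregation driven by PDI reduction with DTT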
Target sequence (P07237 whole entry, looked up): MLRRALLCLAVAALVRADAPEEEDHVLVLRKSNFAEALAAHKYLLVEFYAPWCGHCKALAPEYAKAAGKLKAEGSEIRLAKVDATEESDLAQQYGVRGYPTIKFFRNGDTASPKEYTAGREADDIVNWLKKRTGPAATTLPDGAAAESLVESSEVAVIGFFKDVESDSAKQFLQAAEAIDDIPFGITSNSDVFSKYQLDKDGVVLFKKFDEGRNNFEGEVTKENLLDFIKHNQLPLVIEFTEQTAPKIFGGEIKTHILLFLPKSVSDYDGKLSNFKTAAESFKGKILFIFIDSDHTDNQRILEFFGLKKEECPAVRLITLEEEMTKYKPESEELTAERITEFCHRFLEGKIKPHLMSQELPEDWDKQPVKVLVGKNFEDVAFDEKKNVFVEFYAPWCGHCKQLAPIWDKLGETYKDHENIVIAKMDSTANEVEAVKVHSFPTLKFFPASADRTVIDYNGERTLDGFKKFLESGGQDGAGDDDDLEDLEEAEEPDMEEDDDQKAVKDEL
Glyco luc inh = blocks N-linked glycosylation in D54 reporter cells; D54 ERlucT glycosylation luciferase reporter, 24 h; percent of 100 nM tunicamycin response; reporter increase, % at 12.5 µM; hit rate 0.23% among 360,000;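 active = mean luciferase reporter signal, scaled so untreated is 0 and the glycosylation-blocking control 100, at or above a set limit in every replicate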;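 also: luciferase carries N-glycosylation sites so blocking glycosylation raises the light; 0% = median of neutral control wells and 100% = median of 100 nM tunicamycin wells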
Vif imaging = blocks HIV Vif function; AID 602346; inhibition, % at 7.49 µM; HEK293T cells, Vif self-association by quenched fluorescence, imaging, 24 h; hit rate 0.35% among 340,000; in the data active = inhibition above about 50%, passing the limit was not always enough; also: some results filed as inactive read as strong as hits
CaV13 ICDI inh = Primary screen for inhibitors of IQ motif and Ca2+-dependent inactivation inhibitor domain binding in CACNA1D, Förster resonance energy transfer in living cells, … | HEK cells, CFP/YFP FRET ICDI-IQ, plate reader, 10 min; percent FRET-ratio fall versus neutral wells | hit rate 0.098% among 340,000 | inhibition, % at 12.3 µM;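 active = mean replicate inhibition of at least 30% and at least 1% of replicates passing that level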;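 also: 0% = median of the neutral control wells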
* = called active by the depositor; x = not tested or not shown.

SMILES	aDG glyco act	Cardio protect	ABCB6 inh MLPCN	MC4R antagonist	MC4R barr agon	HTR2A ag	PDI turbidity	Glyco luc inh	Vif imaging	CaV13 ICDI inh
CC1CCCCN1C(=O)c1ccc(S(=O)(=O)N2CCCCC2C)cc1 (stereo not drawn)	0.0	-1	89	4	-1.1	1	-2	0	-7	-5
O=C(CCc1c[nH]c2ccccc12)NC(Cc1c[nH]c2ccccc12)C(=O)O (stereo not drawn)	-0.1	1	91	-3	-0.9	8	-1	1	-1	-2
Cc1ccc2c(c1)c1c(n2CC(O)Cn2nc(C)c(Br)c2C)CCCC1 (stereo not drawn)	0.0	-17	90	14	0.1	-1	-2	-4	7	-5
O=C(Nc1c(F)cc(F)cc1Br)C1CCCO1 (stereo not drawn)	0.2	-2	107	-2	-1.1	0	-1	1	0	x
COc1ccccc1NC(NC(=O)c1cccnc1)C(Cl)(Cl)Cl (stereo not drawn)	-0.1	-6	100	1	-1.9	-2	7	2	-5	-1
O=C(Cn1c(=O)oc2ccccc21)Nc1ccccc1N1CCOCC1	-0.3	7	102	15	-0.8	-1	-3	-1	9	-3
O=C1OC(/C=C/c2ccc(Cl)cc2Cl)=NC/1=C\c1cccs1	0.0	7	99	-1	-0.6	1	-19	2	5	-3
CCN(CC)C(=O)C1CCCN(Cc2ccccc2)C1 (stereo not drawn)	-0.3	0	102	10	-1.0	4	-4	1	2	-7
CCOn1c(SC(C)C)nc2ccccc2c1=O	-0.2	0	98	16	-0.3	4	-2	-2	6	-9
COc1ccccc1N1CCN(C(=O)CCS(=O)(=O)c2ccc3c(c2)NC(=O)C(C)S3)CC1 (stereo not drawn)	-0.3	-1	102	7	-1.5	-7	-4	-3	-2	-2
N/C(=N\OC(=O)c1ccc2ccccc2c1)c1ccncc1	0.1	-17	85	18	-1.7	-4	8	-11	3	0
O=C(CCC1CCCN(C(=O)c2ccccc2Cl)C1)N1CCN(c2ccccn2)CC1 (stereo not drawn)	0.5	6	93	14	-0.9	-1	-8	0	0	-7
COC(=O)C1(C)NC(=O)c2ccccc2N1 (stereo not drawn)	0.1	-4	101	6	-0.4	5	x	-2	4	8
CN(C)S(=O)(=O)c1ccc(N2CCCC2)c(C(=O)NNC(=O)COc2ccc(Cl)cc2)c1	0.1	-2	96	5	-4.0	3	-8	1	-2	-6
CCCCNC(=O)c1onc(CCl)c1C(=O)OC	0.2	6	100	6	-0.4	4	-3	5	x	-4
COc1ccc(NC(=O)CN2CCN(CC(=O)Nc3ccccc3F)CC2)cc1OC	-0.1	-2	93	0	-1.2	7	5	1	x	x
O=S(=O)(Nc1ccccc1)c1ccc2c(c1)CCO2	-0.1	-2	97	5	-1.2	0	-3	-2	-15	-4
COC(=O)C1=C(C(=O)OC)N2C=CC=CC2(C)C(C(=O)OC)=C1C(=O)OC (stereo not drawn)	-0.3	1	99	1	-2.4	0	-4	-1	-3	-5
COc1ccc(/C=C/c2nnc(NC(=O)CSc3ccc(Cl)cc3)s2)cc1	0.2	-4	92	-2	2.5	-1	-1	-3	2	-5
O=C(NCc1ccccc1)C1CCCN(c2ncnc3c2nc2n3CCCCC2)C1 (stereo not drawn)	-0.2	5	101	-3	-1.1	1	10	5	-5	-15
C[C@@H](C(=O)O)[C@@H]1C[C@@]1(C)[C@@H](NC(=O)OCc1ccccc1)c1ccccc1	0.0	-2	103	8	0.3	-1	-3	3	6	-5
N#CCCNC(=O)Cn1c(COc2ccc(Cl)cc2)nc2ccccc21	-0.2	-3	105	16	0.4	4	7	0	-18	-5
COCCNC(=O)C(NC(=O)C1CCCCC1)C12CC3CC(CC(C3)C1)C2 (stereo not drawn)	0.1	-7	100	6	-2.7	1	0	1	-10	0
Cc1c(NC(=O)CN2C(=O)NC(C)(c3ccc(OC(F)F)cc3)C2=O)c(=O)n(-c2ccccc2)n1C (stereo not drawn)	0.0	9	99	-11	-1.9	0	14	1	3	-6
Nc1nccnc1C(=O)OCC(=O)NCCc1ccc(Cl)cc1	0.0	1	99	10	-2.9	-3	-4	-1	-4	-17
CCCCn1c(CNC(=O)CCC)nc2ccccc21	0.2	4	100	0	-0.6	2	x	-1	x	-2
CC(C)(C)OC(=O)N1CCC(c2c(C(=O)N3CCN(C4CCCCC4)CC3)cnn2-c2ccc(F)cc2)CC1	0.1	0	100	10	-1.2	-1	-6	-3	-4	-12
NC(=O)COc1ccc(C23CC4CC(CC(C4)C2)C3)cc1	0.0	-3	92	-2	1.2	7	-4	-1	-1	-5
N#C/C(=C\c1ccc(OCC(N)=O)cc1)C(=O)NC1CC1	-0.1	1	97	3	-3.0	-1	-1	3	x	-11
OCC[C@@H]1C[C@@H](O)[C@H](O)[C@]2(OCc3ccccc32)O1	-0.3	-1	93	-3	-1.5	2	-1	-1	-5	-10
CCc1ccc2nc3n[nH]c(N)c3cc2c1	-0.1	-11	99	0	-2.3	0	-1	-5	2	-4
CCN1CCN(CCCOc2ccccc2-c2ccccc2)CC1	1.8	-7	97	5	-3.0	-7	-1	-3	-2	4
O=C(Nc1cccc(-c2nc3ncccc3o2)c1)c1sc2ccccc2c1Cl	-0.2	-2	93	-11	0.1	2	-9	17	3	-8
C/C(CC(C)C)=N\NC(=O)Nc1ccccc1	-0.1	6	97	0	1.5	1	4	1	2	-5
CCCn1c(N)c(NCCN2CCOCC2)c(=O)n(CC(=O)NCc2ccccc2)c1=O	-0.2	6	101	-2	-4.4	3	2	1	3	3
Cc1cccc(COc2ccc(/C=N/NC(=O)c3nnn(-c4nonc4N)c3COc3ccc(F)cc3)cc2)c1	-0.2	-2	96	15	4.0	4	0	-2	-1	-2
c1ccc(CNc2ccc3ccccc3n2)nc1	0.0	-8	98	19	2.4	1	-3	-15	-3	-7
COc1ccc(CC(=O)NCCc2ccc3c(c2)OCO3)cc1OC	1.0	2	97	1	-1.3	4	1	1	29	-15
Cc1nn(C(=O)Cn2ccc([N+](=O)[O-])n2)c(C)c1Br	-0.1	2	102	13	-1.4	13	-5	5	8	-7
Cc1ccc(N2C(=O)CC(NCc3ccc4c(c3)OCO4)C2=O)cc1Cl (stereo not drawn)	0.1	-1	105	10	-0.6	2	24	2	6	x

In the list so far, two contain an NH in an aromatic ring.
SMILES	aDG glyco act	Cardio protect	ABCB6 inh MLPCN	MC4R antagonist	MC4R barr agon	HTR2A ag	PDI turbidity	Glyco luc inh	Vif imaging	CaV13 ICDI inh
O=C(CCc1c[nH]c2ccccc12)NC(Cc1c[nH]c2ccccc12)C(=O)O (stereo not drawn)	-0.1	1	91	-3	-0.9	8	-1	1	-1	-2
CCc1ccc2nc3n[nH]c(N)c3cc2c1	-0.1	-11	99	0	-2.3	0	-1	-5	2	-4

Entries of single compounds, quoted from the list:
Profile of O=C(NCc1ccccc1)C1CCCN(c2ncnc3c2nc2n3CCCCC2)C1 (stereo not drawn) → aDG glyco act = -0.2; Cardio protect = 5; ABCB6 inh MLPCN = 101; MC4R antagonist = -3; MC4R barr agon = -1.1; HTR2A ag = 1; PDI turbidity = 10; Glyco luc inh = 5; Vif imaging = -5; CaV13 ICDI inh = -15
Profile of OCC[C@@H]1C[C@@H](O)[C@H](O)[C@]2(OCc3ccccc32)O1 → aDG glyco act = -0.3; Cardio protect = -1; ABCB6 inh MLPCN = 93; MC4R antagonist = -3; MC4R barr agon = -1.5; HTR2A ag = 2; PDI turbidity = -1; Glyco luc inh = -1; Vif imaging = -5; CaV13 ICDI inh = -10

Following part
SMILES	aDG glyco act	Cardio protect	ABCB6 inh MLPCN	MC4R antagonist	MC4R barr agon	HTR2A ag	PDI turbidity	Glyco luc inh	Vif imaging	CaV13 ICDI inh
C[C@@H]1CN([C@@H](C)CO)C(=O)CCCn2nncc2CO[C@H]1CN(C)C(=O)Nc1cccc2ccccc12	0.2	0	99	13	0.3	1	5	-1	x	-6
CN(c1cccc(Cl)c1)S(=O)(=O)c1cccc(C(=O)Nc2nc3ccccc3[nH]2)c1	0.1	6	96	7	-1.0	-3	-23	-5	-3	-5
CCOC(=O)[C@@H]1[C@H]2COc3ccccc3[C@@H]2N2C(=O)N(c3ccc(OC)cc3)C(=O)[C@]12C	-0.1	0	96	6	-0.4	13	2	0	4	-11
CC(C)CC(C(=O)OCC(=O)c1c(N)n(C)c(=O)n(C)c1=O)N1C(=O)c2ccccc2C1=O (stereo not drawn)	-0.3	7	102	12	-1.4	1	-8	3	-1	-5
Cc1nc(-c2cccc(-c3noc(C)n3)c2)no1	-0.1	6	94	4	-1.2	2	4	4	3	-4
COC(=O)C1=C(C)N(CCCC(=O)O)C(=O)NC1c1cccc(OC)c1 (stereo not drawn)	-0.1	-4	101	1	-1.3	-1	-1	0	x	-11
O=C(NCc1ccccn1)C1CCN(C(=O)c2cc3sccc3n2Cc2ccc(F)cc2)CC1	0.4	-11	363	0	-2.0	-5	12	0	-2	-4
Cc1ccc(OCC(=O)N2CCc3ccccc32)cc1	0.0	-6	99	-3	1.1	-1	19	-5	-1	-4
COc1ccc(N2CCN(CC(=O)c3ccc(O)cc3O)CC2)cc1	-0.7	6	105	7	0.1	-1	3	1	1	-6
O=C(NCCSCc1c(F)cccc1Cl)Nc1ccccc1	0.2	-6	96	4	0.1	-3	0	-2	-6	x
COc1ccc(/C=C/S(=O)(=O)NCc2ccccc2)cc1OC	-0.3	1	98	0	-1.9	1	-8	2	9	-16
C[C@H](NC(=O)c1ccco1)C(=O)N1CCN(c2ccc(C(F)(F)F)cn2)CC1	0.4	-1	108	-7	-0.6	13	0	0	0	-5
c1ccc(N2CCN(c3ncccn3)CC2)cc1	0.0	11	97	-5	3.0	1	9	0	-1	-1
Cc1ccccc1N/N=C/c1ccc(C#N)cc1	0.1	-5	98	3	-0.7	-2	7	-1	1	-2
O=C1C(Cl)=C(NC(=O)c2ccccc2)C(=O)C(Cl)=C1NC(=O)c1ccccc1	-0.2	-22	102	-29	-3.4	3	3	-2	24	-2
N#CC1=C(N)SC(N)=C(C#N)C1C1CC=CCC1 (stereo not drawn)	-0.2	10	101	12	-2.1	0	-4	2	-1	-7

Only CaV13 ICDI inh and Cardio protect (three entries from above):
| SMILES | CaV13 ICDI inh | Cardio protect |
| --- | --- | --- |
| C[C@@H]1CN([C@@H](C)CO)C(=O)CCCn2nncc2CO[C@H]1CN(C)C(=O)Nc1cccc2ccccc12 | -6 | 0 |
| CN(c1cccc(Cl)c1)S(=O)(=O)c1cccc(C(=O)Nc2nc3ccccc3[nH]2)c1 | -5 | 6 |
| CCOC(=O)[C@@H]1[C@H]2COc3ccccc3[C@@H]2N2C(=O)N(c3ccc(OC)cc3)C(=O)[C@]12C | -11 | 0 |
